Screening results: PubChem, Broad Institute
GASC-1 inh = blocks human GASC-1 demethylase activity | GST-JMJD2C(1-420) H3K9me3 demethylation, DELFIA europium | inhibition, % at 2.35 µM | 330,000 compounds, 0.069% hits | AID 2099;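 active means more than half of a compound's replicate wells show inhibition beyond 50%, single wells judged on their own value; inconclusive means some, but no more than half, of replicates pass 50% inhibition; inactive means no replicate passes 50% inhibition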;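 further: signal counts dimethyl H3K9 product captured on neutravidin plate; 0% = median of DMSO wells and 100% = 0.3 times that DMSO median; strong numbers were not always called active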
Target sequence (Q9H3R0 1-420 limits assumed): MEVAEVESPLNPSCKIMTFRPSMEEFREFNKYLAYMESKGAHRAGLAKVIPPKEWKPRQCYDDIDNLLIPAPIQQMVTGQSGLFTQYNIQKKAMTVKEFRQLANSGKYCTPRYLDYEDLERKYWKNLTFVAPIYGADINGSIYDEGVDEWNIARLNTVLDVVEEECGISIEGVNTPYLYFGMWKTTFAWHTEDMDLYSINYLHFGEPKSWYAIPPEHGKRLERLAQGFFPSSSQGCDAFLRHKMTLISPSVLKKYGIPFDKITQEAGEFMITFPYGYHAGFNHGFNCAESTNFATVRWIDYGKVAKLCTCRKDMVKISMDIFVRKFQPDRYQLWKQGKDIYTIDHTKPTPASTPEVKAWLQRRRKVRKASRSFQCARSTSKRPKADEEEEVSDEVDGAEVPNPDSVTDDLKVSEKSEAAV
Starred values were filed as active, the others as inactive; i = inactive; ? = inconclusive. These rows are one share of the data (hit frequency here may not be typical).

SMILES | GASC-1 inh
CCN1CCN(c2ncc(C(=O)Nc3cc(Cl)c(OC)cc3OC)c3ccccc23)CC1 | -21
Cc1cc(C(=O)N/N=C/c2ccc(O)c(O)c2O)c(C)n1-c1ccccc1 | -37
COc1cccc(-c2nc(N3CC(C)CC(C)C3)c3ccccc3n2)c1O (centres undefined) | 4
COC(=O)Cn1c(=O)c2c(nc3n2CC(C)CN3CCc2ccccc2)n(C)c1=O (centres undefined) | 12
CCOc1ccc(NC(=O)CSc2nc(NS(=O)(=O)c3ccc(C)cc3)cc(=O)[nH]2)cc1 | -7
C=CCn1c(SCC(=O)c2[nH]c(C)c(C(=O)OCC)c2C)nc2scc(-c3ccc(OC)cc3)c2c1=O | -1
CN(Cc1ccon1)C(=O)C1CCC(=O)N(CCc2ccc(Cl)cc2)C1 (centres undefined) | -12
O=C(O)c1cccc(C(=O)O)n1 | 66
O=C(c1nnsc1S(=O)c1ccc(Cl)cc1)N1CCOCC1 (centres undefined) | 6
O=C(Nc1ccc(Cl)cn1)c1ccc([N+](=O)[O-])o1 | -5
Cc1cccc(OCC(=O)Nc2ccc(NC(=O)c3ccco3)cc2)c1 | -1
O=C(Nc1ccccc1C(=O)N1CCCCCC1)c1cccc(S(=O)(=O)N2CCOCC2)c1 | 8
CN(C)S(=O)(=O)c1cccc(NC(=S)N/N=C/c2ccc(O)c(O)c2O)c1 | 18
COc1ccc(CC2(CO)CCN(Cc3cnn(C)c3)CC2)cc1 | 5
Cc1cccc(Nc2nc3c(c(=O)n(C)c(=O)n3C)n2Cc2ccccc2)c1 | -18
CNC(=O)c1cc(S(=O)(=O)NC2CCCCCC2)ccc1C | 4
Cc1nnc(C)c2c(C)n(-c3ccccc3)c(C)c12 | -11
O=C(Nc1ccccc1-c1nc2ccccc2[nH]1)c1ccc(S(=O)(=O)N2CCCCC2)cc1 | 6
O=C(Nc1cccnc1Cl)c1ccc2c(Cl)c3c(nc2c1)CCC3 | -6
CC(NC(=O)CSc1ncn[nH]1)c1ccc(Cl)cc1Cl (centres undefined) | -4
CCc1ccc(OCC(=O)O/N=C(\N)c2ccccn2)cc1 | -17
O=C(O[C@@H]1Cc2c(O)cc(O)cc2O[C@@H]1c1cc(O)c(O)c(O)c1)c1cc(O)c(O)c(O)c1 | -24
CCc1ccc(-c2nc(CSCC(=O)NCc3ccco3)c(C)o2)cc1 | -5
CCOC(=O)/C(=C/C=C1\Sc2cc(C)c(C)cc2N1CC)C(C)=O | -10
Cc1ncc(CO)c(/C=N/NC(=O)c2cc(O)c(O)c(O)c2)c1O | ?

Overlap with the part before: 6 entries, then new ones.
SMILES | GASC-1 inh
CC(NC(=O)CSc1ncn[nH]1)c1ccc(Cl)cc1Cl (centres undefined) | -4
CCc1ccc(OCC(=O)O/N=C(\N)c2ccccn2)cc1 | -17
O=C(O[C@@H]1Cc2c(O)cc(O)cc2O[C@@H]1c1cc(O)c(O)c(O)c1)c1cc(O)c(O)c(O)c1 | -24
CCc1ccc(-c2nc(CSCC(=O)NCc3ccco3)c(C)o2)cc1 | -5
CCOC(=O)/C(=C/C=C1\Sc2cc(C)c(C)cc2N1CC)C(C)=O | -10
Cc1ncc(CO)c(/C=N/NC(=O)c2cc(O)c(O)c(O)c2)c1O | ?
O=[N+]([O-])c1ccc(N/N=C/c2sc(N3CCOCC3)nc2-c2ccccc2)c(S(=O)(=O)Nc2ccc(Cl)cc2)c1 | -28
Cc1ccc(NC(=O)CCC(=O)NNC(=O)c2cccs2)cc1C | -11
COc1cc(SC)ccc1C(=O)Nc1ccc(OCC(=O)N2CCOCC2)cc1 | -6
Cc1cc(C)c(S(=O)(=O)NCC2CCC(C(=O)NCCCN3CCOCC3)CC2)c(C)c1 (centres undefined) | 12
Cn1nc([N+](=O)[O-])nc1S(C)(=O)=O | 1
CCOC(=O)C(NC(=O)c1ccccc1Cl)(Nc1sc2c(c1C(N)=O)CCC2)C(F)(F)F (centres undefined) | -2
CCc1nnc(NC(=O)COc2ccc(N(C)S(=O)(=O)c3ccc(C)cc3)cc2)s1 | -49
CCCn1c(N2CCN(CC(=O)c3c(C)n(C)c4ccc(OC)cc34)CC2)nc2c1c(=O)[nH]c(=O)n2C | -16
COc1ccccc1CNC(=O)c1c(N)n(CCCN2CCOCC2)c2nc3ccccc3nc12 | -14
Cc1ccc(NC(=O)c2cc(N3C(=O)C=CC3=O)ccc2N2CCOCC2)cc1 | 1
CCNc1nc(SCCOc2ccc(Cl)cc2Cl)nc(N(C)C)n1 | 14
CC[N+]1(C)CC2CCC(C)(C1)C2(C)C (centres undefined) | 13
O=c1c(-c2ccc(Br)cc2)coc2c(CN3CCCCC3)c(O)ccc12 | 0
CC(C)C[C@@H](NC(=O)C1CCC(CNC(=O)[C@H](Cc2ccccc2)NC(=O)OC(C)(C)C)CC1)C(=O)O (some centres undefined) | 8
CCOc1ccccc1NC(=O)N1CCC(NC(=O)C2CCCCC2)CC1 | -6
COc1nnc(-c2ccc(C(=O)N3C[C@@H]4C[C@H](C3)c3cccc(=O)n3C4)cc2)c2ccccc12 | -26
O=S(=O)(c1ccc(Cl)cc1)N1CCC2(CC1)OCCN2S(=O)(=O)c1cccs1 | 3
COc1ccccc1CNC(=O)COC(=O)Cc1ccsc1 | 13
COC(=O)[C@@H]1CC[C@H](C)[C@@H](c2ccc(C)cc2)N1C(=O)c1ccc(/C=N/OC[C@@H](O)[C@H]2O[C@@H]3OC(C)(C)O[C@@H]3[C@H]2O)cc1 | 25
Cc1ccnn2c(-c3ccccc3)c3c(=O)n(C)c(=O)n(C)c3c12 | -18
Cc1c(NC(=O)C(CC(=O)O)NCc2ccco2)c(=O)n(-c2ccccc2)n1C (centres undefined) | 6
CCOc1cc(/C=N/NC(=O)c2cccs2)cc([N+](=O)[O-])c1O | -3
CC(=O)Nc1ccc(NC(=O)COC(=O)C2c3ccccc3Oc3ccccc32)cc1 | -1
COCCNC(=O)CSc1nc2cc(OC)c(OC)cc2c(=O)n1CCC1=CCCCC1 | 99
Cc1cc(C)c2nc3nc(C)c(C)cc3c(N)c2c1 | 39

The results go on.
SMILES | GASC-1 inh
Cc1c(Cl)c(C(F)F)nn1CC(=O)NC1C(=O)N2C(C(=O)O)=C(CSc3nnnn3C)CSC12 (centres undefined) | 0
CCn1c(C)cc(C=C2C(=O)c3ccccc3C2=O)c1C | -27
COc1ccc(-c2cc(C(F)(F)F)nc(N3CCN(c4ccc(F)cc4)CC3)n2)cc1OC | 15
CC(C)(C)C(=O)Cn1ncc(Br)c(Br)c1=O | -1
Cc1ccc2nc(-c3ccc(NC(=O)COC(=O)c4cncc(Br)c4)cc3)sc2c1 | 18
CCn1cc(Cl)c(C(=O)Nc2c(C)nn(Cc3c(F)c(F)c(F)c(F)c3F)c2C)n1 | 4
CCOC(=O)c1c(N)c(C#N)nn1-c1ccccc1C(=O)OC | -21
COc1cc2ccccc2cc1C(=O)NC(=S)Nc1cc(C(=O)O)ccc1C | -48
Fc1ccc(CNc2nc(-c3ccccc3)nc3ccccc23)cc1 | -26
O=C(C1=NNCC1c1ccccc1)C1CO1 (centres undefined) | 39
O=S(=O)(c1ccccc1)N1CCSC1c1ccco1 (centres undefined) | 10
O=C(NC1CCCCCCC1)c1cc(COc2ccc3ncccc3c2)on1 | -46
Cc1ccc(-c2n[nH]c(=S)n2C)cc1 | 3
Cn1c(N2CCOCC2)c(/C=N/OC(=O)c2cccnc2Cl)c2ccccc21 | i
Cc1cccc(NC(=O)c2ccc3c(c2)OCCO3)c1 | -4
CN(C)c1ccc(C(C(=O)NCc2ccccc2)N(Cc2cccnc2)C(=O)c2snc(C(N)=O)c2N)cc1 (centres undefined) | -11
Fc1ccc(CNCC2CCCO2)cc1 (centres undefined) | 3
CC1=NNC(=O)/C1=C\c1cn(-c2ccccc2)nc1-c1ccc(F)cc1 | 22
Cc1c(Br)cccc1NC(=O)c1sccc1-n1cccc1 | 15
c1ccc2c(c1)CCOC2CNCCCN1CCCCC1 (centres undefined) | -5
Nc1ncnc(Sc2ncccn2)c1[N+](=O)[O-] | -2
CC(=O)c1cccc(NC(=O)/C=C/c2ccc([N+](=O)[O-])s2)c1 | -2
CCC(C)(C)NC(=O)C1CCN(S(=O)(=O)c2cccs2)CC1 | 31
Cc1ccc(CNC(=O)c2ccc(-n3cccc3)cc2)cc1 | -14
Cc1ccc(NC(=O)CN2CCCCCC2)c(Br)c1 | 21

The list goes on.
SMILES | GASC-1 inh
CC1(C)CN=C(N2CCN(c3ncnc4sc5c(c34)CCCC5)CC2)S1 | -13
Cc1ccc(C)n1-c1sccc1C(=O)O | ?
COc1cc(O)c(C(CC(=O)N2CCOCC2)c2cc(OC)c(OC)c(OC)c2)c(OC)c1 (centres undefined) | 6
O=c1nc2c(O)cccn2c2c1c(=O)[nH]c1ccccc12 | 4
O=C(CCn1nc(-c2ccc(Cl)cc2)ccc1=O)N1CCN(c2ccccn2)CC1 | 27
COc1ccc(N2CC(C)Cn3c2nc2c3c(=O)n(CCc3ccccc3)c(=O)n2C)cc1 (centres undefined) | -8
COc1ccc(/C=N/n2c(=O)[nH]c3c([nH]c4ccc(C)cc43)c2=O)cc1CN1CCOCC1 | ?
CCOc1ccccc1NC(=S)NC(=O)c1ccco1 | 0
CCOc1ccc(N2C(=O)CC(Sc3nnnn3-c3ccccc3)C2=O)cc1 (centres undefined) | 12
COc1ccc(C(=O)N2CCN(c3ncnc4c(-c5ccccc5)nsc34)CC2)cc1 | 109
C#CCOCCOCCOCCNc1nc(N2CCN(C(=O)[C@H](CCC(=O)O)n3cc(C(N)Cc4ccc(O)cc4)nn3)CC2)nc(N2CCN(C(=O)[C@H](Cc3ccc(O)cc3)n3cc(C(N)[C@H](C)CC)nn3)CC2)n1 (some centres undefined) | -9
Cc1ccc(NCc2n[nH]c(=S)n2Cc2ccccc2)cc1Cl | -10
COc1ccc(C(=O)c2sc3nc(C)cc(-c4cccs4)c3c2N)cc1 | 32
O=C(Nc1ccc(O)c2c(=O)cc(-c3ccccc3Cl)oc12)c1ccc(F)cc1 | 50
CCCCOc1ccc(CSCCN=C(N)N)cc1 | -18
CCOc1ccccc1N(CC(=O)NCC1CCCO1)C(=O)CCC(=O)Nc1ccccn1 (centres undefined) | -8
CN1CCN(C(=S)NC(=O)c2ccc(Cl)cc2)CC1 | 6
COc1ccc(OCC(=O)Nc2ccc(S(=O)(=O)N(C)c3ccccc3)cc2)cc1 | -5
N#Cc1ccc(-c2cccnc2)nc1SCc1ccc(Cl)c(Cl)c1 | -6
Cc1ccc(CNC(=O)CCS(=O)(=O)c2ccc(Br)cc2)cc1 | -2
NS(=O)(=O)c1ccc(NC(=S)NC(=O)c2cccc(Br)c2)cc1 | 58
Cc1ccc(C(=O)n2ncn(C)c2=S)cc1 | 5
Cc1cc(C2=NNC(=NC3CC3)SC2)c(C)n1-c1ccccc1 | -21
CCCN(Cc1ccccc1)C(=S)Nc1ccc(SC(F)F)cc1 | -24
Cc1cc(C(=O)N/N=C/c2cc([N+](=O)[O-])cc(C)c2O)n[nH]1 | 43

Among those listed so far, these contain a furan ring, fused or not:
SMILES | GASC-1 inh
O=C(Nc1ccc(Cl)cn1)c1ccc([N+](=O)[O-])o1 | -5
Cc1cccc(OCC(=O)Nc2ccc(NC(=O)c3ccco3)cc2)c1 | -1
CCc1ccc(-c2nc(CSCC(=O)NCc3ccco3)c(C)o2)cc1 | -5
Cc1c(NC(=O)C(CC(=O)O)NCc2ccco2)c(=O)n(-c2ccccc2)n1C (centres undefined) | 6
O=S(=O)(c1ccccc1)N1CCSC1c1ccco1 (centres undefined) | 10
CCOc1ccccc1NC(=S)NC(=O)c1ccco1 | 0

Further records:
SMILES | GASC-1 inh
O=C(CC1S/C(=N/N=C2CCCCCC2)NC1=O)Nc1ccccc1F (centres undefined) | -6
COc1ccc(-c2ccc(-c3noc(-c4ccccc4F)n3)c(OC)n2)cc1 | -3
CCN(CC)c1ccc(NC(=O)CCCOc2cccc(C)c2)cc1 | 6
O=C(c1cccs1)n1nc(-c2cccnc2)nc1NCc1ccco1 | 0
CCc1ccc(S(=O)(=O)N/N=C\c2cn(CC(N)=O)c3ccccc23)cc1 | 2
COc1ccc(NC(=O)C(Cl)=C(Cl)Cl)cn1 | 1
COc1ccc(-c2nc3ncccn3c2Nc2ccc3c(c2)OCCO3)cc1 | 3
CN(C)C(=S)Nc1nc2ccccc2s1 | 7
COc1ccc(Cl)cc1NC(=O)CN1C(=O)CCS(=O)(=O)c2ccccc21 | -3
Nc1c(C(O)(C(F)(F)F)C(F)(F)F)ccc2ccccc12 | 5
COc1ccc(-c2cc(C(F)(F)F)nc(S(=O)(=O)CCCC(=O)Nc3cc(C)on3)n2)cc1OC | 4
CSc1ccc(/C=N/n2c(C)nc3ccccc3c2=O)cc1 | -2
COc1ccc(F)cc1S(=O)(=O)N1CCC2(CC1)OCCN2S(=O)(=O)c1ccccc1 | 1
CCOC(=O)c1c(C)c(C(=O)NC2CCCCC2)c(C)n1CC | 16
COC(=O)CN(c1nc(C)cc(OC)n1)S(=O)(=O)c1ccccc1 | -11
COc1cc(/C=C/[N+](=O)[O-])ccc1OCc1cccc(C(=O)O)c1 | 163
O=c1nc(/C=C/c2ccc(O)c(O)c2)oc2ccccc12 | -24
O=C(Cc1cccs1)Nc1nnc(Cc2ccc(F)cc2)s1 | -8
Cc1nn2c(N3CCN(c4ccccn4)CC3)cc(C(C)C)nc2c1-c1ccccc1 | 2
CCCCc1c(C)c(C#N)c2nc3ccccc3n2c1Cl | 15
OC(CN1CCN(Cc2ccc3c(c2)OCO3)CC1)c1c[nH]c2ccccc12 (centres undefined) | -6
CN(C(=O)c1ccc(C#N)cc1)c1nnc(-c2ccccn2)s1 | 4
O=S(=O)(c1cccc(S(=O)(=O)N2CCC(N3CCCCC3)CC2)c1)N1CCOCC1 | -1
COc1cccc(-c2cc(C(=O)Nc3ccc4c(c3)OCCO4)c3ccccc3n2)c1 | 6
O=C(NCc1ccncc1)C1CCN(S(=O)(=O)c2cccc(C(F)(F)F)c2)CC1 | 0
O=C(CCl)Nc1ccc(Sc2ccc(NC(=O)CCl)cc2)cc1 | -3
COc1ccc(OC)c(-n2c(N)c(C(=O)NCC3CCCO3)c3nc4ccccc4nc32)c1 (centres undefined) | -28
CCC(NC(=O)c1cc(COc2ccc(F)c(F)c2)on1)c1ccncc1 (centres undefined) | 2
